# Assay outcomes deposited in PubChem BioAssay by National Center for Advancing Translational Sciences (NCATS).
# GRP78 ERSR act: qHTS for Inducers of the Endoplasmic Reticulum Stress Response (ERSR) in Human Glioma: qHTS | U87-MG GRP78 promoter luciferase reporter, 16 h | Potency, µM, inactives show top-dose activation, hits mostly activators | actives 0.02% (n = 420,000) | AID 602332, 2012; also: potency is read from the fitted curve at half-maximal effect; series mostly up to about 76 µM; % of control where 0% means no effect; nearly all actives have a fitted effect of over 35% in size
#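 Stably transfected U87-MG human glioma cells carrying a GRP78-based luminescent sensor were seeded at 1000 cells/well, pin-dosed with compounds and incubated 16 h. Luciferase reagent was then added, and end-point luminescence was read after 10 min at room temperature.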
# Vif-APOBEC3F blk: qHTS for Inhibitors of Vif-A3F Interactions: qHTS; Potency, µM (titrated, usually from 46.1 µM), without a hit: at the highest dose activity, negative = active; AID 602313, 2012; HeLa A3F-eYFP + Vif (tagged APOBEC3F with the HIV-1 protein that degrades it), YFP fluorescence increase; actives 0.2% (n = 390,000); also: potency is read from the fitted curve at half-maximal effect; % of control where 0% means no effect; nearly all actives have a fitted effect of over 65% in size
#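 HeLa cells stably expressing A3F-eYFP plus Vif, plated and incubated overnight at 37 deg C, then exposed to compounds overnight at 37 deg C. Blocked degradation read as raised yellow fluorescence (Ex 488/Em 500-530).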
# RGS4 inh: Inhibitors of Regulator of G Protein Signaling (RGS) 4: qHTS; Transcreener GDP fluorescence polarization, RGS4-accelerated GTP hydrolysis; Regulator of G-protein signaling 4 (Homo sapiens), P49798; actives 0.039% (n = 390,000); AID 504845, 2011; Potency, µM (top dose mostly 114 µM), without a hit: top-dose activity change, negative = inhibition, most hits filed as inhibitors; also: potency is read from the fitted curve at half-maximal effect; % is scaled to controls: 0 for no effect and ±100 for the full control effect; nearly all actives have a fitted effect of over 75% in size; some results filed as inactive show a strong effect at the top dose
#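 MLSMR compounds (23 nl, pin-transferred) preincubated 10 min at room temperature with a 500nM (2x) first reagent, then RGS4 at 900nM (2x) plus Transcreener GDP mix added; fluorescence polarization (620/688 nm) read before and after 90 min at 30 °C.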
# ALOX12 inh: Primary qHTS assay for inhibitors of human arachidonate 12S-lipoxygenase (ALOX12): Round 2. Polyunsaturated fatty acid lipoxygenase ALOX12 (Homo sapiens), P18054. purified 12hLO, xylenol orange hydroperoxide absorbance. Potency, µM (doses to about 108 µM), inactives show at the highest dose activity change, negative = inhibition, hits mostly inhibitors. actives 1.1% (n = 580,000). AID 1671190, 2021; also: potency is read from the fitted curve at half-maximal effect; % is scaled to controls: 0 for no effect and ±100 for the full control effect
#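 Purified human 12hLO (150 nM final) in 25 mM Hepes, 0.01% Triton X-100, pH 7.0 was preincubated 15 min at room temperature with compound. Then 40 uM arachidonic acid was added, 30 min. Hydroperoxide was read by Fe-XO absorbance ratio 573/405 nm.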
# Vif-A3G inh: qHTS for Inhibitors of Vif-A3G Interactions: qHTS; HeLa A3G-eYFP + Vif (tagged APOBEC3G with the HIV-1 protein that degrades it), YFP fluorescence, overnight; Potency, µM (doses to about 46.1 µM), inactives show at the top dose activity, negative = active, actives largely listed as inhibitors; actives 0.076% (n = 410,000); AID 602310, 2012;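 also: potency is read from the fitted curve at half-maximal effect; % is scaled to controls: 0 for no effect and ±100 for the full control effect; nearly all actives have a fitted effect of over 60% in size; hits raise eYFP signal because A3G escapes Vif-driven loss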
#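 Read-out is eYFP fluorescence (Ex 488/Em 500-530) from Vif-expressing HeLa A3G-eYFP cells; more signal means A3G escaped Vif-mediated degradation. Cells plated overnight, compound pinned in, incubated overnight at 37 deg C.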
# D2 antagonist: HTS Assay for Allosteric Antagonists of the Human D2 Dopamine Receptor: Primary Screen for Antagonists. D(2) dopamine receptor (Homo sapiens), P14416. HEK293 TREx D2 cells, calcium flux, dopamine EC80. inhibition, % at 10 µM. actives 2% (n = 340,000). AID 485344, 2010; in the data active = inhibition above about 30%; also: 0% is about no effect
# Target sequence (P14416 whole entry, looked up): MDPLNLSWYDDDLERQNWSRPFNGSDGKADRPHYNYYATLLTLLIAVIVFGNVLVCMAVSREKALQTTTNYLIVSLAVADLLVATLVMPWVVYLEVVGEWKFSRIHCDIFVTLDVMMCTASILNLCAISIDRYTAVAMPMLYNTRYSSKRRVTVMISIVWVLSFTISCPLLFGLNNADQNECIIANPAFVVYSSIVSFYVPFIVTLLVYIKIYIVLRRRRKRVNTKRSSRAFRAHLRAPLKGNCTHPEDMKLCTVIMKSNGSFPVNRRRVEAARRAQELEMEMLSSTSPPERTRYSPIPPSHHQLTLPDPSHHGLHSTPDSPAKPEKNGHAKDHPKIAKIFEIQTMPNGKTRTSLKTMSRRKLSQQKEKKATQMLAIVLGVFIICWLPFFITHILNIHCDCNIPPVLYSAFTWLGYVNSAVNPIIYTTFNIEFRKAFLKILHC
#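 Measurement of antagonist activity uses fluorescent calcium dye in inducible HEK293 T-REx D2 cells: 10 s baseline, compound addition with 180 s read, EC80 dopamine addition with a further 180 s read.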
# ERG Ets-DNA blk: qHTS for Small Molecule Inhibitors of the ERG Ets/DNA interaction | Transcriptional regulator ERG (Homo sapiens), P11308 | actives 0.028% (n = 370,000) | Potency, µM (highest dose often 76.9 µM), for inactives: top-dose FP activity, negative = inhibition, actives largely listed as inhibitors | fluorescence polarization, His-ERG Ets domain / labelled DNA; active = well fitted inhibition curve with a large enough effect in the polarisation, with a control signal flat; inconclusive = small, poorly fitted or top-dose-only effect, or effect the other way, or a change in a side signal; inactive = no such curve, though single readings can be large or run the other way; the % refers to the polarisation;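 also: polarization taken with two DNA probes labelled with fluorescein and Texas red; potency is read from the fitted curve at half-maximal effect; % of control where 0% means no effect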
# Target sequence (P11308 whole entry, looked up, the tested form may be a part): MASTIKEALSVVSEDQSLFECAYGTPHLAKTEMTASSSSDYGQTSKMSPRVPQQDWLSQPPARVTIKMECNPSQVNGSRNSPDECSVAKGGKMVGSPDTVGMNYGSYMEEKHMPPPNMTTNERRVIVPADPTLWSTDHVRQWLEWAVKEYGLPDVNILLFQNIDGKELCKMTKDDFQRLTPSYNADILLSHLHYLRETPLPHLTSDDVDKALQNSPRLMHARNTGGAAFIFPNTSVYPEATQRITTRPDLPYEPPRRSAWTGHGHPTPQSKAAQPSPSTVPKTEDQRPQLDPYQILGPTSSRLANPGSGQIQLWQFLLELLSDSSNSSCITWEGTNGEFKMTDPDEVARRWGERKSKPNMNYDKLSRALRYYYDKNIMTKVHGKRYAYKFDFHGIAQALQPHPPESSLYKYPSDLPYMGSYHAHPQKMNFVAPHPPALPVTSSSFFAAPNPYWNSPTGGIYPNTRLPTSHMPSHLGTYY
#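 His-tagged ERG Ets domain (1 uM in the protein solution; 300mM KCl, 50mM Tris-HCl, 1mM EDTA, 1mM DTT, pH 7.5) received compound, then a probe mix of 5 nM fluorescein-DNA and 100nM Texas-615-DNA. Fluorescence polarization was read for both dyes.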
# LDHA inh: qHTS assay for inhibitors of human lactate dehydrogenase; actives 0.15% (n = 480,000); purified LDHA, NADH/diaphorase-resazurin fluorescence; stronger effect = lower value; L-lactate dehydrogenase A chain (Homo sapiens), P00338; activity change, % (values are at about 110 or 230 µM); AID 1347041, 2019; in the data active = activity change below about -30%; inconclusive = mostly about -25% to -30%;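 also: plate controls were DMSO wells for no effect and wells without enzyme for full effect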
#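 Enzyme activity of human lactate dehydrogenase 5 (2 nM; 0.06 mM NADH, 0.2 mM pyruvate, 5 min, RT) is measured via a resazurin/diaphorase fluorescence readout of residual NADH.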
# D2 agonist: HTS Assay for Allosteric Agonists of the Human D2 Dopamine Receptor: Primary Screen for Agonists | actives 0.53% (n = 340,000) | D(2) dopamine receptor (Homo sapiens), P14416 | activation, % at 2 µM | HEK293 T-REx D2 cells, calcium flux agonist mode;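 active = activation over 3 SD above normal in the single-dose calcium agonist read, cut at about 30% in these data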; also: 0% is about no effect
#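 Agonism scored from kinetic calcium signal (1 read/sec, 180 s) following compound pin transfer, after a 10 s baseline. Cells: HEK293 Trex line expressing inducible D2 receptor coupled to calcium, dye-loaded after overnight culture at 30 C.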
# Active calls of the source: *; ? = inconclusive; . = not tested or not shown; & = joins results of further samples; [ ] = another dose, or the depositor's remark. Unless noted, calls follow the shape of the dose curve; as a rule, active = well fitted curve in the direction sought with a large enough effect; inconclusive = small, poorly fitted or top-dose-only effect, or another doubt; inactive = no such curve, though single readings can be large; an effect the other way counts as inactive or inconclusive.
SMILES,GRP78 ERSR act,Vif-APOBEC3F blk,RGS4 inh,ALOX12 inh,Vif-A3G inh,D2 antagonist,ERG Ets-DNA blk,LDHA inh,D2 agonist
Cc1cc(Oc2ccc(=O)[nH]n2)nc(Cl)n1,-3%,0%,-4%,11%,-1%,10,-2%,-1,0.5
O=C(Nc1ccccn1)Nc1ccccc1Cl,1%,-2%,-13%,-4%,2%,-3,-7%,1,0.9
Cc1ccc(C(=O)O)cc1NC(=O)c1nsc2ccccc12,.,.,-34%,?,.,.,4%,-4,-0.4
CCC[C@@H](CN1CCC[C@H]1CN1C(N)=NC[C@H]1CC(C)C)N1C[C@@H]([C@H](C)CC)N(CCCC2CCCC2)C1=N,-1%,-2%,9%,?,3%,.,-4%,2,.
CC(C)OC(=O)c1c(F)c(F)c(N2CCOCC2)c(F)c1F,1%,-5%,-10%,16%,0%,-2,.,-1,16
CC(NC(=O)c1ccc(Br)o1)C1CC2CCC1C2 (stereo not drawn),2%,-2%,24%,431%[activator],-9%,4,-10%,-4,-0.6
CCOC(=O)C1C(=O)C(=O)N(C(C)C)C1C(=O)OCC (stereo not drawn),-1%,-2%,6%,-23%,1%,.,2%,-8,.
Cc1ccccc1CNC(=O)Cc1cccs1,-1%,2%,-10%,4%,-3%,-1,-6%,1,0.4
Cc1cccc(OCC(=O)N(C)CCc2ccccn2)c1,0%,5%,-43%,?,1%,-2,2%,-15,0.7
O=C(CSc1nnc(Cc2ccccc2)c(=O)[nH]1)Nc1ccccc1,-3%,4%,-36%,?,-3%,-7,19%,-6,-0.1
CC(C)COC(=O)c1nnsc1NC(=O)Nc1ccccc1,-2%,1%,-7%,5%,0%,3,.,-3,0.6
COc1ccc(C(=O)NCCNc2ccccc2[N+](=O)[O-])cc1,-1%,-25%,-11%,-7%,5%,-21,-5%,-2,-2.1
COc1ccccc1N/N=C/c1c(CO)cnc(C)c1O,-4%,-1%,-14%,?,-5%,-8,.,9,0.2
CNC(=O)C1(C(F)(F)F)C/C(=C\CCO)CCCO1 (stereo not drawn),-5%&-5%,3%,19%&6%,28%,3%&-1%,-1,1%,0,0.5
Nc1ccc(NC(=O)CCN2CCOCC2)cc1,-3%,1%,6%,0%,2%,16,0%,-7,-1.2
COc1ccc(C2(C(=O)Nc3ccc(OC)cc3OC)CCCC2)cc1,-4%,8%,?,7%,-3%,2,?,-2,-0.6
COC(=O)c1ccc(Nc2c([N+](=O)[O-])c(=O)oc3ccccc23)cc1,-3%,-14%,?,6%,-6%,5,-1%[15.4 µM],-1,0.9
COc1ccc(/C=C(/NC(=O)c2ccco2)C(=O)N2CCOCC2)cc1,-4%,3%,-2%,-5%,0%,-11,10%,2,0.4
Cn1c(SCC(=O)NCc2ccco2)nnc1C1CCCC1,11%,1%,8%,-17%,3%,-8,8%,-2,0.2
CCOc1c(C(=O)CC)cc2c(C)cc(=O)oc2c1C,-3%,-9%,-13%,0%,-1%,4,7%,-9,0.4
COc1ccccc1NC(=O)CN1C(=O)c2cccc3cccc1c23,-4%,2%,-13%,-20%,4%,.,8%,-11,-1.0
CCOCc1nnc(NC(=O)c2ccc(NC(C)=O)cc2)s1,-4%,-10%,13%,-1%,-3%,15,5%,-6,0.0
CN(C)N1C(N)=C(C#N)C(c2ccc(F)cc2)C2=C1CC(C)(C)CC2=O (stereo not drawn),-5%,-11%,-26%,26%&-15%,-4%,11,-11%,0&4,-0.9
CCOc1ccc(NS(=O)(=O)c2ccc(OCC(=O)N3CCCC3)cc2)cc1,1%,-5%,-6%,-7%,-2%,51*,.,-2,0.5
O=C(COC(=O)c1ccc2ccccc2c1)NCc1ccccc1,-4%,-8%,.,-3%,2%,.,.,-2,.

# In the list so far, these have an NH in an aromatic ring:
SMILES,GRP78 ERSR act,Vif-APOBEC3F blk,RGS4 inh,ALOX12 inh,Vif-A3G inh,D2 antagonist,ERG Ets-DNA blk,LDHA inh,D2 agonist
Cc1cc(Oc2ccc(=O)[nH]n2)nc(Cl)n1,-3%,0%,-4%,11%,-1%,10,-2%,-1,0.5
O=C(CSc1nnc(Cc2ccccc2)c(=O)[nH]1)Nc1ccccc1,-3%,4%,-36%,?,-3%,-7,19%,-6,-0.1

# Next section
SMILES,GRP78 ERSR act,Vif-APOBEC3F blk,RGS4 inh,ALOX12 inh,Vif-A3G inh,D2 antagonist,ERG Ets-DNA blk,LDHA inh,D2 agonist
O=C(CN1CCC(O)(c2ccc3c(c2)OCO3)CC1)N1CCOCC1,-2%,4%,-1%,-16%,2%,10,.,-9,0.7
CN(C)C(=O)c1cccc(-c2cnc3c(NC=O)cc(-c4ccccc4Cl)cn23)c1,-11%,.,.,-7%,-27%,.,.,-1,.
Cc1ccc(C)c(NS(=O)(=O)c2ccc(-n3cccn3)cc2)c1,-1%,-5%,.,?,-12%,.,.,-9,.
C#CCO[C@@H]1C[C@H](n2cnc3c(=O)[nH]c(NC(=O)C(C)C)nc32)O[C@@H]1CO,-4%,-4%,-21%,-7%,-5%,5,0%,-4,-2.2
CC(C)N(CCn1c(SCC(=O)Nc2cccnc2Cl)nc2ccccc2c1=O)C(C)C,-4%,3%,-18%,-1%,-1%,-4,10%,-7,-0.2
Cc1ccccc1C(=O)Nc1ccc(C(=O)N/N=C/c2ccc(F)cc2)cc1,-2%,-6%,-21%,0%,-6%,-14,-5%,-2,-0.7
Cc1cc(C)nc(NS(=O)(=O)c2ccc(NC(=S)NC(=O)C(C)(C)C)cc2)n1,-6%,-11%,-22%,?,1%,-11,6%,-4,-0.5
CC1Cc2cc(S(=O)(=O)NCCc3ccccc3)ccc2N1C(=O)C1CC1 (stereo not drawn),-4%,-1%,-17%,-13%,5%,-9,-4%,-9,0.5
COC(=O)C(Cc1ccc(OC(=O)c2ccc(C(F)(F)F)cc2)cc1)N1Cc2ccccc2C1=O (stereo not drawn),-1%,-1%,-68%[11.4 µM],.,0%,3,4%,1,-0.3
COc1ccc(-c2n[nH]c3c2C(c2ccccn2)N(C)C3=O)cc1 (stereo not drawn),-1%,-13%,-4%,2%,4%,.,0%,-11,0.2
O=C1C=C(c2cccc(Br)c2)C[C@@H](c2ccc3c(c2)OCO3)C1,0%,-1%,-12%,-9%,-9%,-12,-12%,2,-1.3
CCOc1ccc(C(=O)Nc2ccc(Cl)cn2)cc1Cl,?,-2%,-6%,18%,0%,.,.,-7,.
CCC(=O)Nc1ccc(C(=O)NCc2ccccn2)cc1,-3%,0%,1%[11.4 µM],9%,4%,8,-5%,2,0.2
COc1ccc(-c2cc(C(F)(F)F)nc(SCC(=O)NCCc3ccccc3)n2)cc1,1%,-4%,20%,0%,1%,.,7%,-7,-0.6
CNC(=S)N/N=C/c1c(C)c(C(=O)c2ccc(F)cc2)n2ccccc12,-3%,-6%,-29%,35µM*,-9%,-2,10%,-3,-0.2
COc1ccc(-c2nc(CNS(=O)(=O)c3ccccc3)cs2)cc1,.,.,-12%,-22%,.,.,7%,-5,0.5
CC1(C(=O)NS(=O)(=O)C2CC2)CCN(C(=O)c2ccccc2F)C1 (stereo not drawn),-3%,.,.,-3%,-4%,.,.,0,.
CCCC1CC(c2csc(N)n2)CCO1 (stereo not drawn),-4%,-1%,15%,5%,-3%,-4,2%,3,1.4
COc1ccc(N(C(=O)Cc2cccs2)C(C(=O)NC2CCCC2)c2ccncc2)cc1 (stereo not drawn),-1%,-28%,-6%,9%,-1%,26,-5%,8,-0.2
Cc1ccc2c(c1)[C@@H]1[C@H](CO2)[C@H](c2ccccc2)[C@]2(C)C(=O)N[C@H](C)C(=O)N12,-2%,9%,-18%,4%,1%,.,2%,4,.
CCOc1ccc(NC(=O)Cc2nnc(SCC(=O)N3CCOCC3)n2C)cc1,0%,-13%,26%,157%[activator],4%,-6,1%,-5,-1.1
CN(C)c1ccc(C(=O)OCC(=O)NCCCc2ccccc2)cc1,-1%,16%,28%,0%,2%,13,21%,-2,0.0
O=C(CSc1ccccc1)N1CCC(N2CCC(C(=O)N3CCCC3)CC2)CC1,3%,11%,-12%,4%,0%,-3,8%,-1,0.4
Cc1cc(Cl)ccc1N(CC(=O)N(C)Cc1ccccc1)S(C)(=O)=O,-6%,-3%,.,-2%,-4%,.,.,-17,.
Cc1cc2c(cc1C)NC(CC(=O)Nc1cccc(C)c1C)C(=O)N2 (stereo not drawn),7%,-5%,-21%,140%[activator],-15%,.,13%,4,0.0
OC[C@H]1O[C@H](OCCc2ccc(O)cc2)[C@H](O)[C@@H](O)[C@@H]1O,0%,1%,-12%,-2%,4%,.,-13%,3,.
O=C(N/N=C1/CC2CCC1C2)c1cc2ccccc2cc1O (stereo not drawn),5%,-7%,-12%,4%,0%,.,5%,1,.

# Some of the compounds tested (hit frequency here may not be typical).
